Pf Dd2 growth – inhibitors of Plasmodium falciparum Dd2 growth | P. falciparum Dd2 growth, SYBR Green, 72 h | Potency, µM (highest dose often 28.9 µM), inactives show at the highest dose activity, negative = inhibition, usual class: inhibitors | 120,000 compounds, 4.3% hits; active = well fitted inhibition curve with a large enough effect; inconclusive = small, poorly fitted or top-dose-only effect; inactive = no such curve, though single readings can be large or run the other way;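 note: plate controls were DMSO vehicle for no effect and reference drug for full effect; nearly all actives have a fitted effect of over 65% in size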
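Infected erythrocytes (Dd2, 0.3% parasitemia, 2.5% hematocrit final) are added to compound in RPMI-1640/Albumax II medium, grown 72 h at 37C in low oxygen, then lysed with saponin/Triton-X containing SYBR Green and read by fluorescence.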
The depositor's hits bear a star; i = inactive; ? = inconclusive; & = joins results of further samples; [ ] = dose if it differs, or a comment. Potency is the fitted concentration of half-maximal effect.

SMILES | Pf Dd2 growth
COCCN(CCOC)CC[C@@H]1CC[C@H](O)[C@@H](C(=O)NCc2ccc(OC)cc2)O1 | -21%[44.1 µM]
COc1ccc(-c2cc(C[C@@H]3CC[C@H](O)[C@@H](CNC4CCN(C)CC4)O3)no2)cc1 | -10%[44.1 µM]
O=C(c1ccc(C(F)(F)F)cc1)N1CCC(n2c(=O)[nH]c3ccccc32)CC1 | -23%&0%
O=C(NCC(c1ccc2c(c1)OCO2)N1CCOCC1)C(=O)Nc1cccc(Cl)c1 (stereo not drawn) | -10%
COCc1nc(CCNC(=O)c2sc(C)nc2C)no1 | 54%[activator]
CN1CCN([C@@H]2[C@H](O)[C@H](CO)O[C@@H]2CNS(=O)(=O)c2cccs2)CC1 | 24%
CCCS(=O)(=O)N1CCC(Oc2ccc(-c3noc(C(C)C)n3)cc2)C1 (stereo not drawn) | 16%[5.79 µM]
Cn1c(=O)c2c(nc(Oc3ccccc3)n2Cc2c(Cl)cccc2Cl)n(C)c1=O | -3%
CC(C)C1CN(S(=O)(=O)C2CC2)CCC(=O)N1Cc1ccc(F)cc1 (stereo not drawn) | 2%
CCOc1ccc(C(=O)N2CCC(c3nc4ccccc4o3)CC2)cc1 | 9%

(list continues)
SMILES | Pf Dd2 growth
COC1C(=O)N(c2cccc(F)c2)C12CCN(C(=O)c1cn(C)cn1)CC2 (stereo not drawn) | -3%
CN(C)c1cccc(C(=O)N2CCNc3cnc(Nc4ccc(N5CCOCC5)cc4)nc3C2)c1 | ?
O=C(c1ccoc1)N1CCN(c2cc(-c3cccs3)[nH]n2)CC1 | i
Cc1ncc(C(=O)N2CCOCC2CC(=O)N2CCCC2)c(-c2ccccc2)n1 (stereo not drawn) | 6%
COC[C@@H]1CN(C(=O)Cc2ccccc2C)C[C@H]1c1nc(C2CC2)no1 | i
CCN1c2ccccc2-c2nc(SCC(=O)Nc3cc(C)c(Cl)cc3OC)ncc2S1(=O)=O | 61%[activator]
Cc1noc(C)c1CCC(=O)NC1CCCc2c1[nH]c1c(Cl)cccc21 (stereo not drawn) | ?
O=C1[C@@H]2C[C@@H](CN2Cc2cnc3ccccc3c2)Oc2ccccc2N1CC1CC1 | ?
CCn1c(C(=O)N2CCCC(C(=O)NCCCOC)C2)cc2sccc21 (stereo not drawn) | -8%
OC1(c2csc(CN3CCc4ccccc4C3)n2)CCN(C2CCC2)CC1 | 10µM*

Next part:
SMILES | Pf Dd2 growth
COc1ccc2oc(=O)cc(CN3CCN(Cc4ccccc4)CC3)c2c1 | ?
Cc1noc2c(N(C)C)cc(-c3ccc(Cl)cc3)nc12 | i
Cc1ccc(-n2nc(C(=O)Nc3ccc(C)c(F)c3)c3c4ccccc4n(C)c3c2=O)cc1 | 42%[activator]
COc1cc(C2CC(=O)Nc3c2c(=O)n(C)c(=O)n3C)cc(OC)c1OC (stereo not drawn) | 31%[activator]
Fc1cccc(-n2cc(CN3CCCC4(CCOC4)C3)cn2)c1 (stereo not drawn) | -14%
O=C1Nc2ccc(/C=C/c3ccccc3)cc2C(=O)N2CC[C@H](NS(=O)(=O)c3cccs3)[C@@H]12 | ?
O=C(Nc1ccccc1C(F)(F)F)N1CCC(CN2CCc3ccccc3C2)CC1 | i
CC(C)(Oc1nn(Cc2cccc(Cl)c2)c2ccccc12)C(=O)N1CC(O)C1 | -25%[44.1 µM]
Cn1nc(-c2cccs2)cc1[C@H]1CN2CC[C@H]1C[C@@H]2CNC(=O)C1CCCCC1 | -18%[44.1 µM]
CCc1nn(-c2ccc(OC)cc2)c(Oc2cccc(F)c2)c1CCC(=O)N(CC)CC | i

Reformatted: 2 of the compounds above
Molecule: COc1ccc2oc(=O)cc(CN3CCN(Cc4ccccc4)CC3)c2c1
  Pf Dd2 growth: ?
Molecule: Cc1noc2c(N(C)C)cc(-c3ccc(Cl)cc3)nc12
  Pf Dd2 growth: i

Next entries.
SMILES | Pf Dd2 growth
CC1Oc2ccc(NC(=O)CC(C)(C)C)cc2CN(Cc2ccccc2F)C1=O (stereo not drawn) | ?
CC1CCC(NC(=O)c2cc(-c3ccc[nH]3)n[nH]2)CC1 (stereo not drawn) | i
N#Cc1ccc(C(=O)NC2CCN(C(=O)N3CC4CC(C3)[C@H]3CCCC(=O)N3C4)CC2)cc1 (stereo partly drawn) | i
Cc1ccc(C)c(S(=O)(=O)c2cn(Cc3ccccc3)c3cc(F)c(F)cc3c2=O)c1 | ?
COCCN1CC(CO)C2(CCN(C(=O)c3ccc4ncccc4c3)CC2)C1 (stereo not drawn) | 43%[activator]
COc1ccc(CC(=O)N2CCCN(c3nc4ncccc4o3)CC2)cc1 | 0%
CN(C)C(=O)c1cccnc1OC1CCN(S(=O)(=O)c2ccc(F)c(Cl)c2)C1 (stereo not drawn) | 5%
O=C(CN1C(=O)C2CCCCN2c2ccc(C(=O)N3CCCC3)cc21)NCc1ccccc1F (stereo not drawn) | ?
CCN1CCC(N2CC[C@@H]3C(=O)NCCCCCCN(Cc4ccncc4)[C@@H]3C2)CC1 | 4%
CCc1ccccc1NC(=O)CCn1nc(C)c2c(C)n(-c3ccccc3)nc2c1=O | -24%

An excerpt from above in order of formula weight, rising.
SMILES | Pf Dd2 growth
COc1ccc(CC(=O)N2CCCN(c3nc4ncccc4o3)CC2)cc1 | 0%
COCCN1CC(CO)C2(CCN(C(=O)c3ccc4ncccc4c3)CC2)C1 (stereo not drawn) | 43%[activator]
CCc1ccccc1NC(=O)CCn1nc(C)c2c(C)n(-c3ccccc3)nc2c1=O | -24%
CN(C)C(=O)c1cccnc1OC1CCN(S(=O)(=O)c2ccc(F)c(Cl)c2)C1 (stereo not drawn) | 5%
Cc1ccc(C)c(S(=O)(=O)c2cn(Cc3ccccc3)c3cc(F)c(F)cc3c2=O)c1 | ?
N#Cc1ccc(C(=O)NC2CCN(C(=O)N3CC4CC(C3)[C@H]3CCCC(=O)N3C4)CC2)cc1 (stereo partly drawn) | i
O=C(CN1C(=O)C2CCCCN2c2ccc(C(=O)N3CCCC3)cc21)NCc1ccccc1F (stereo not drawn) | ?

Remaining list, next part.
SMILES | Pf Dd2 growth
Cc1ccc(-c2nc3ccc(Cl)cn3c2Nc2ccc3c(c2)OCCO3)o1 | -28%
Cc1cc(C)cc(C2(CNC(=O)C3CC4(CCNCC4)CN3)CCCC2)c1 (stereo not drawn) | ?
COc1ccccc1C(=O)Nc1c(C(=O)N(C)Cc2ccccc2)sc2nc(C)c(Cl)c(C)c12 | ?
CCC(=O)N1CCc2cc(S(=O)(=O)NCCC(=O)Nc3cccc(C)c3C)ccc21 | 2%
O=[S+]([O-])(c1ccccc1)N1Cc2ccccc2CC2(CCCN2Cc2ccncc2)C1 (stereo not drawn) | ?
O=C(Cn1cc(S(=O)(=O)c2ccc(Cl)cc2)c(=O)c2ccccc21)Nc1ccc2c(c1)OCO2 | i
CN(C)C(=O)c1cc2c(s1)CCC(C(=O)NCc1ccncc1)C2 (stereo not drawn) | 14%
Cc1cc(C)c(CNC(=O)[C@H]2CNC[C@@H](C(=O)N3CCCC3)C2)cn1 | 1%
CC(C)CC(=O)N1C[C@@H](Oc2cccnc2)C[C@H]1C(=O)NC1CC1 | 38%[activator]
CCCN1CCN(C(=O)c2c(C)oc3c2CN(Cc2cccc(F)c2)CC3)CC1 | ?

(list continues)
SMILES | Pf Dd2 growth
O=C(Nc1ccc(F)cc1F)c1cc(-c2ccc(Cl)cc2)on1 | 20%
Cc1cccc(NC(=O)CSc2nnc3[nH]c(=O)cc(-c4ccccc4)n23)c1C | 2%
Cc1c(CC(=O)N2CCC(C#N)CC2)c2c(n1Cc1ccccc1)CCCC2=O | -22%
C[C@@H](NC(=O)N1CCC2(CCC(=O)N(CCO)C2)CC1)c1ccccc1 | -6%
COC(=O)C1=CN(CC(=O)NCc2ccccc2F)S(=O)(=O)N=C1C | 47%
COc1ccc(-c2cnc3[nH]cc(CC(=O)Nc4cccnc4)c3c2)cc1 | i
Cn1nc(C2CCCCC2)cc1[C@H]1CN2CC[C@H]1C[C@@H]2CNC(=O)Nc1ccccc1 | -4%[44.1 µM]
CN1CCC(N2CC[C@H](c3nc4ccccc4[nH]3)C2)CC1 | 23%[44.1 µM]
COc1ccc(CN2CC3(CCN(C(=O)Nc4cccc(C)c4)CC3)C2=O)cc1 | -20%
O=C(COCC1CCCCO1)N1CCn2nc(Cc3ccccc3)cc2C1 (stereo not drawn) | -4%

Continuation.
SMILES | Pf Dd2 growth
COc1cc(OC)c(NC(=O)C(Cc2ccccc2)NS(=O)(=O)c2cccc3nsnc23)cc1Cl (stereo not drawn) | i
CCNC(=O)N[C@H]1CC[C@]2(C)CC[C@@H]([C@H](C)C(=O)NCc3ccccc3)[C@H](O)[C@H]2[C@@H]1C | 17%[44.1 µM]
CCCNC(=O)N(C1CCOCC1)C1CCN(C(=O)c2cccs2)CC1 | 18%
COc1ccc(-c2nn(-c3cc(C)ccc3C)c(OC(C)=O)c2-c2ccc(NC(C)=O)cc2)c(OC)c1 | i
c1cnc2nc(C3CCCCN3)[nH]c2c1 (stereo not drawn) | 18%[44.1 µM]
Cc1cccn2c(=O)cc(CSc3nnc(NC(=O)c4ccc(F)cc4)s3)nc12 | 7%
CC(=O)c1ccc(NC(=O)COc2ccccc2-c2nc(C(C)C)no2)cc1 | 5%
CC(=O)N1CCc2cc(S(=O)(=O)NC(CC(C)C)C(=O)NCc3ccccc3Cl)ccc21 (stereo not drawn) | i
O[C@@H]1CN(CC2CC2)CC[C@H]1N1CCN(c2ccccc2F)CC1 | -10%
CN(Cc1ccccc1)Cc1ccc(F)cc1 | 5%[44.1 µM]

Further entries
SMILES | Pf Dd2 growth
COc1nc(C)c(C(=O)N2C[C@H](CO)C[C@H](CN3CCCC3)C2)s1 | -13%
Cc1nc(N2CCOCC2)c2c(C(=O)N3CCN(c4cc(Cl)ccc4C)CC3)c(C)oc2n1 | ?
CSc1cccc(-c2nnc(NC(=O)c3ccc4c(c3)OCCO4)o2)c1 | 27%
COc1ccc(-c2cnc(NCc3ccc(C)cc3)n2C)cc1 | ?
O=C1N2CCCC2CN1C1CCN(Cc2cccc(Cl)c2)CC1 (stereo not drawn) | -16%[44.1 µM]
COc1cccc(NC(=O)Cn2c(=O)n(CC(=O)NCc3ccc(C)cc3)c(=O)c3sccc32)c1 | -6%
CCn1cc(CCC(=O)NCc2ccc(F)cc2)c2ccccc21 | 1%
CC1(C(=O)NCc2cccc(F)c2)CCCc2cnc(Nc3cccnc3)nc21 (stereo not drawn) | -8%[44.1 µM]
Cc1ccc(/C=C/C(=O)Nc2ccc(S(N)(=O)=O)cc2)o1 | i
CCCCNC(=O)c1nn(-c2ccc(CC)cc2)nc1CO | -8%

(cont.)
SMILES | Pf Dd2 growth
CN1CCN(C(=O)c2ccc(-c3nnc4ccc(NC(=O)C5CCC5)cn34)cc2)CC1 | ?
Cc1ccc(NC(=O)C(=O)NCC(c2ccc3c(c2)OCO3)N2CCOCC2)cc1C (stereo not drawn) | 3%
COc1ccc(-c2ncc(CN3CCCC4(C3)CN(C)C(=O)O4)cn2)cc1 (stereo not drawn) | -10%
CCC(=O)N1CCN(c2nc3c(s2)CC(C(=O)NCc2ccccc2)CC3)CC1 (stereo not drawn) | 7.9µM*
Cc1ccc(C(=O)N2[C@H]3CC[C@@H]2c2cnc(-c4ccccc4)nc2C3)cn1 | ?
COc1ccc(C)cc1NC(=O)CSc1ccc(-c2ccccn2)nn1 | 8.9µM*
COc1ccc(NC(C)=O)cc1NC(=O)Cn1nc2c(cc1=O)CCCC2 | -9%
Cc1ccc(NC(=O)c2cc3c(N(C)Cc4ccccc4)nc(C)cn3n2)c(F)c1 | ?
CCCCSc1nnc2c(n1)OC(C)N(C(C)=O)c1ccccc1-2 (stereo not drawn) | ?
COc1ccc(N2C(=O)C3(CCCCC3)C2C(=O)NCCCN2CCCCC2)cc1 (stereo not drawn) | 11µM*

Next structures follow:
SMILES | Pf Dd2 growth
C[S+](=O)([O-])N1CCN([S+](=O)([O-])c2ccc(Cl)nc2)C(=O)C1 | 11%
CCOc1ccccc1C1NC(=O)N(CC(=O)Nc2cccc(C)c2)C2=C1C(=O)OC2 (stereo not drawn) | i
Cc1ccc2oc(C(=O)N[C@H]3COC[C@H]3Cc3cc(C)no3)c(C)c2c1 | -9%
CN1CC(=O)N(C2CCCNCC2)Cc2c(NCc3ccc4c(c3)OCO4)ncnc21 (stereo not drawn) | 15%
CC(C)c1noc(-c2cccn3c(CNC(=O)CCC4CCCC4)nnc23)n1 | -21%
COc1ccc(CC(=O)N2CC[C@@H](CC(=O)O)[C@@H](CCN(CCN3CCOCC3)c3ccccc3)C2)cc1 | i
OCC1(CCCc2ccccc2)CCN(Cc2ccc(-n3cccn3)cc2)CC1 | 4.5µM*
CCCCCn1c(=N)c(S(=O)(=O)c2ccccc2)cc2c(=O)n3cccc(C)c3nc21 | 18%
COc1cccc(CNC(=O)CCC2CCN(S(=O)(=O)c3ccc(C)cc3)CC2)c1 | -24%
Cn1cc(CN2Cc3c(cc(N4CCOCC4)nc3-c3cccc(F)c3)C2=O)cn1 | i

Later entries:
SMILES | Pf Dd2 growth
Cc1ccc(NC(=O)c2sc(-n3nc(C)c(Cc4ccc(Cl)cc4)c3C)nc2C)cc1 | 3%
O=C1CC(c2ccccc2)N(S(=O)(=O)c2cccc(F)c2)CCCCCN1 (stereo not drawn) | ?
COc1ccc(-c2cc(N3CCCC(NC(=O)Cc4cccs4)C3)n[nH]2)cc1 (stereo not drawn) | -11%
O=C(Nc1ccc2ncnc(N3CCCCC3)c2c1)c1cccc(Cl)c1 | -15%
COc1ccc(Cl)cc1-c1ccc2c(c1)C(=O)N1CCN(C(=O)c3cccs3)C[C@@H]1C(=O)N2 | i
CC(=O)c1cccc(NC(=O)Cc2ccc(NC(=O)N3CCCCc4ccccc43)cc2)c1 | i

Assay outcomes (PubChem)

An excerpt; count on the stated rates, not on these rows.
